Source: PubChem BioAssay (several laboratories)
GlmU inhibition: inhibition of mycobacterial GlmU enzyme – biochemical, glucosamine-1-phosphate acetyltransferase (AID 1376); M. tuberculosis GlmU acetyltransferase enzyme assay; higher % means a stronger effect; inhibition, %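 (tested at 30 µM in the primary screen)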; hits with a dose series show IC50 in µM; actives 0.25% (n = 220,000); in the data active = inhibition above about 13%; inconclusive = no clear call, values can overlap the other calls;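 also: 0% = complete reaction with vehicle and 100% = reaction without substrate; strong numbers were not always called active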
Mtb RmlCD inh: inhibitors of Mycobacterium tuberculosis RmlC and RmlD coupled enzymes; inhibition, % at 3.6 µM; RmlC+RmlD coupled enzyme assay, percent inhibition; primary screen in compound mixtures; P9WH09+P9WH11; actives 0.03% (n = 160,000); in the data active = inhibition mostly above about 34%, no sharp cut-off; inconclusive = no clear call, values can overlap the other calls; inactive = mostly below about 22%; also: some results filed as inactive read as strong as hits
Target sequence (P9WH09 whole entry, looked up): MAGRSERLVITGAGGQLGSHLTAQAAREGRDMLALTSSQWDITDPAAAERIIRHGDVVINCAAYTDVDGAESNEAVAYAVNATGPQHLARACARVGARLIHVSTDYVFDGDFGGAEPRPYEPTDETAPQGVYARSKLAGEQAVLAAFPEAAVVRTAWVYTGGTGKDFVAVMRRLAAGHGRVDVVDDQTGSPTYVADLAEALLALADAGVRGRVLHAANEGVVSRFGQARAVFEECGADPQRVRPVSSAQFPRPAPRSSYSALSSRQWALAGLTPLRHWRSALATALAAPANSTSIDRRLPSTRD
Target sequence (P9WH11 whole entry, looked up): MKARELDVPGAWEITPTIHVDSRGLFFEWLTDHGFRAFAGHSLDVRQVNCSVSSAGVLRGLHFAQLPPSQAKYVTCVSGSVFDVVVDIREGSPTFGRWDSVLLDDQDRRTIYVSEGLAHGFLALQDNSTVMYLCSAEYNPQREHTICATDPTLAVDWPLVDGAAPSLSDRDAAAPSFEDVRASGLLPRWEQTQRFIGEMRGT
The depositor's hits bear a star; ? = inconclusive; nt = no result given. These rows are one share of the data; the hit share may differ from the screen's.

entry	SMILES	Mtb RmlCD inh	GlmU inhibition
1	CCn1c(SCC(=O)Nc2nc(-c3ccc(C)cc3)cs2)nnc1-c1ccccc1O	10.0	-4.4%
2	CN1CCC(=NNc2ncnc3sc4c(c23)CCCC4)CC1	1.4	-5.5%
3	CC(=O)Nc1ccc(NC(=O)COC(=O)C2(c3ccc(Cl)cc3)CCCC2)cc1	nt	-2.0%
4	Cc1ccc(S(=O)(=O)N2CCCN(C(=O)OC(C)(C)C)CC2)cc1	-30.3	-0.3%
5	N#Cc1cc2c([nH]c1=S)CCCCCC2	nt	5.3%
6	COc1cc(CNCCO)cc(Cl)c1OCc1ccccc1Cl	0.7	-2.6%
7	Cn1cnnc1SC(C(=O)Nc1cccc(C(F)(F)F)c1)c1ccccc1 (stereo not given)	3.4	2.9%
8	COCCCNC(=O)c1ccc(N(C)S(C)(=O)=O)cc1	-2.0	2.0%
9	CCO/C(C)=C1\C(=O)Nc2ccccc21	nt	0.6%
10	CCS(=O)(=O)c1ccc(C(=O)NC)c(Cl)c1Cl	-3.5	5.0%
11	Cn1c2ccccc2c2n[nH]c(=O)nc21	20.6	-3.0%
12	Cc1ccc(S(=O)(=O)/N=C(\Sc2ccccc2)c2ccccc2)cc1	2.2	1.5%

Record cards, as listed above:
`CCO/C(C)=C1\C(=O)Nc2ccccc21` is entered as Mtb RmlCD inh: nt; GlmU inhibition: 0.6%
`Cc1ccc(S(=O)(=O)N2CCCN(C(=O)OC(C)(C)C)CC2)cc1` is entered as Mtb RmlCD inh: -30.3; GlmU inhibition: -0.3%

Continued.
entry	SMILES	Mtb RmlCD inh	GlmU inhibition
13	COc1ccc(CC(=O)NCc2nnc(SCC(=O)Nc3ncc(C)s3)n2C)cc1	5.6	-2.5%
14	COc1cccc(Cn2nnc(C(=O)NCCc3ccc(Cl)cc3)c2N)c1	7.4	2.7%
15	CCOc1cc(C2NC(=O)NC(O)(C(F)(F)F)C2C(=O)c2ccc(Cl)cc2)ccc1O (stereo not given)	nt	3.3%
16	O=C(CSC1CCCCC1)Nc1nccs1	-1.0	nt
17	O=C(Nc1nnc(SCc2c(Cl)cccc2Cl)s1)c1ccc2ncsc2c1	nt	-2.2%
18	Cc1ccc(Cl)cc1NC(=O)c1ccc(Cn2cc(Cl)cn2)cc1	nt	1.7%
19	CO/N=C\c1cc(C(=O)c2ccc(Cl)cc2Cl)cn1C	12.3	-4.4%
20	S=C(Nc1ccccc1)Nc1ccc(OCc2ccc(Cl)cc2Cl)cc1	3.9	4.7%
21	CN(c1ccc(OCc2nnc(-c3ccccc3)o2)cc1)S(=O)(=O)c1ccccc1	50.6	-1.5%
22	COc1ccc(-c2noc(CCCOc3ccc(Cl)cc3Cl)n2)cc1	1.4	-2.8%
23	COc1ccc(-n2nc(C(=O)N3CCCCC3)c3ccccc3c2=O)cc1	61.5	-3.4%
24	CCOc1ccc(NC(=O)Cn2sc3nc(C)cc(C)c3c2=O)cc1	nt	14.9%*
25	COc1ccc(OC)c(NC(=O)c2cnc(Nc3ccccc3OC)c3ccccc23)c1	-11.2	2.9%
26	Cc1[nH]n(-c2ccccc2)c(=O)c1/C=N/NC(=O)C(C)C	5.4	-0.7%
27	Cc1nn(C)c(C)c1CNC(=O)/C=C/c1ccccc1F	nt	-2.1%
28	Cc1csc(NC(=O)c2ccco2)n1	nt	-1.6%
29	COc1ccc2cc(C(=O)NCc3ccco3)c(=O)oc2c1	2.6	-2.1%
30	CSc1cccc(NC(C)=O)c1	4.6	3.9%
31	COc1cccc(OCC(O)CN2CCC(Cc3ccccc3)CC2)c1 (stereo not given)	2.9	-9.2%
32	COc1cc(Cl)cc(C=O)c1OCC(=O)O	-6.5	3.9%
33	CN(C)CCCN(C(=O)c1cc2ccccc2oc1=O)c1nc2c(F)cccc2s1	5.5	-10.3%
34	N/C(=N\OC(=O)c1ccc(Cl)c(Cl)c1)c1ccccn1	nt	3.3%
35	CC(C)(C)c1ccc(NC(=O)N2CCCN(c3c(Cl)cncc3Cl)CC2)cc1	nt	2.1%
36	Cc1noc(C)c1CCC(=O)N1CCCC(CCC(=O)NCc2ccccc2F)C1 (stereo not given)	-4.8	-0.1%

Shown with values under each structure: part of the list above.
Fields – Mtb RmlCD inh | GlmU inhibition
27	Cc1nn(C)c(C)c1CNC(=O)/C=C/c1ccccc1F
→ nt | -2.1%
28	Cc1csc(NC(=O)c2ccco2)n1
→ nt | -1.6%
29	COc1ccc2cc(C(=O)NCc3ccco3)c(=O)oc2c1
→ 2.6 | -2.1%
30	CSc1cccc(NC(C)=O)c1
→ 4.6 | 3.9%

(continued)
entry	SMILES	Mtb RmlCD inh	GlmU inhibition
37	CN(C(=O)CSC1=NC2C(N=N1)c1cc(Br)ccc1N2C)C1CCCCC1 (stereo not given)	3.3	7.2%
38	CC(C)CC(=O)Nc1ccc2oc(-c3ccncc3)nc2c1	?	8.6%
39	CCOC(=O)CSc1ncc(OC)c(=O)[nH]1	3.3	4.3%
40	CS(=O)(=O)N(Cc1ccccc1)c1ccc(C(=O)NCc2ccccc2)cc1	nt	1.0%
41	O=C(O)CCCC(=O)Nc1ccc(Oc2ncnc3cc(Cl)ccc23)nc1	21.6	1.8%
42	CC1(C)C2CCC1(C)C(OC(=O)CNc1ccccc1)C2 (stereo not given)	-4.9	0.5%
43	NS(=O)(=O)c1ccc(NC(=S)N2CCC(O)CC2)cc1	1.2	0.5%
44	CCC(=O)Nc1nc2ccccc2n1CCN(CC)CC	-11.0	3.2%
45	Oc1ccc(Cl)cc1-c1cc(-c2ccccc2)n[nH]1	3.7	6.5%
46	CCOC(=O)Nc1cc(C(=O)OCC)c(C)nc1C	3.1	-0.5%
47	COC(=O)c1cn(CC(=O)NCc2ccco2)c2ccccc12	6.6	0.5%
48	Cc1nc(N2CCOCC2)[nH]c(=O)c1CCC(C)C	nt	1.4%
49	Cc1[nH]n2cnnc2c(=O)c1Br	5.8	5.2%
50	COC(=O)c1c(-c2ccncc2)csc1NC(=O)c1ccoc1C	nt	1.8%
51	O=C(NCc1cccs1)C1CCCN1C(=O)Nc1ccc(F)cc1 (stereo not given)	7.4	1.2%
52	O=C(NCCCn1cccn1)c1cc(COc2ccc(F)cc2Cl)on1	-10.6	2.4%
53	Cc1cccc(C)c1OCC(=O)N/N=C/c1ccc2c(c1)OCO2	6.9	0.8%
54	COc1ccc(CN(CCC(c2ccccc2)C2CCOC(C)(C)C2)C(C)=O)cc1 (stereo not given)	9.0	-0.7%
55	CCOC(=O)c1cnn(-c2cc(C)nc3c(-c4ccc(Cl)cc4)c(C)nn23)c1N	nt	-0.6%
56	Fc1ccccc1N=C1NN=C(c2ccccc2)CS1	0.7	-1.2%
57	CCOC(=O)C1CSC2(CCC(c3ccccc3)CC2)N1 (stereo not given)	2.3	-2.3%
58	CCOc1ccc(Nc2oc(-c3ccc(Cl)cc3)nc2C#N)cc1	nt	2.9%
59	COc1ccc(N2C(=O)CC(Nc3ccc(C)cc3)C2=O)cc1 (stereo not given)	13.7	-0.5%
60	O=C(O)c1ccn2c(C(=O)c3ccccc3)c(-c3ccccc3)cc2c1	nt	2.9%
61	Cc1nn(CC(=O)Nc2sc3c(c2C#N)CCC(C(C)(C)C)C3)c(C)c1[N+](=O)[O-] (stereo not given)	4.3	14.3%*
62	CCCCOP(=O)(c1ccc(N(C)C)cc1)C(O)c1cc(OC)c(OC)c(OC)c1 (stereo not given)	6.0	6.8%
63	CN(C)C(=O)c1cc2cc(Br)ccc2s1	-10.0	-0.3%
64	CC1CCC(C(C)C)C(OC(=O)C[n+]2cc(-c3ccc(Cl)cc3)n3c2CCC3)C1 (stereo not given)	1.5	-7.7%
65	CCCS(=O)(=O)N1CCN(Cc2ccc([N+](=O)[O-])cc2)CC1	23.8	-6.1%
66	CC(C)c1nc2sc3c(SCC(N)=O)ncnc3c2c2c1CCC2	nt	-0.8%
67	COc1ccc(CN(C(=O)c2cccs2)c2nccs2)cc1OC	-2.3	0.4%
68	N#Cc1cccc(NC(=O)COC(=O)c2ccc3c(=O)n4c(nc3c2)CCC4)c1	7.0	0.9%
69	CC(C)CC(=O)Nc1cccc(-c2nc3ccccc3o2)c1	-12.4	5.0%
70	CCc1nn(CCCN2CCN(c3cccc(Cl)c3)CC2)c(=O)n1CCOc1ccccc1	3.2	1.9%
71	O=C(Oc1ccc(/C=N/NC(=O)c2ccccc2O)cc1)c1ccccc1	-6.2	3.3%
72	COc1ccc2nc(SCC(=O)NC3CCCc4ccccc43)[nH]c2c1 (stereo not given)	-9.3	1.5%
73	NC(=O)c1ccc(-n2nc(C(F)(F)F)c3c2CCCC3)cc1	-2.2	2.5%
74	Cc1cccc(NC(=O)c2ccc(NCCc3ccccc3)c([N+](=O)[O-])c2)c1	nt	0.4%
75	COc1ccc(-c2csc(C3=C(O)CN(Cc4ccc(S(N)(=O)=O)cc4)C3=N)n2)cc1OC	8.9	-1.9%
76	Cc1onc(-c2ccccc2Cl)c1C(=O)Nc1ccc(N2CCOCC2)cc1	-7.3	3.2%
77	Cc1ccc(C(=O)CC(C(=O)O)c2cn(CCC#N)c3ccccc23)cc1 (stereo not given)	4.6	1.6%
78	Cc1[nH]n(-c2ccccc2)c(=O)c1/C=C1/C=c2ccccc2=N1	-7.2	-0.8%
79	CNC(=O)Nc1ccc2nc(C)oc2c1	21.9	7.8%
80	CCOC(=O)N1CCN(C(=O)c2cn(CCOC)c(=O)c3c2c2ccccc2n3C)CC1	-0.9	-5.1%
81	CCOC(=O)C1CCN(C(=O)C2c3ccccc3C(=O)N(C)C2c2ccc(OC)cc2)CC1 (stereo not given)	44.4	0.8%
82	CC(C)n1cnc2c(N(C)c3ccccc3)nc(N(CCN(C)C)Cc3ccccc3)nc21	nt	-6.2%
83	CC1(C)CC(=O)C2=C(C1)N(N1CCOCC1)C(N)=C(C#N)C2c1cccnc1 (stereo not given)	nt	-2.4%
84	COc1ccccc1N/C=C/c1onc(C)c1[N+](=O)[O-]	-2.5	5.0%
85	CC1Cc2ccccc2N1C(=O)COc1nc2ccccc2nc1N1CCOCC1 (stereo not given)	2.8	nt
86	CC(C)N=C1NN=C(c2cccs2)CS1	-13.7	2.3%
87	CCCC(CCC)=NNC(=O)c1ccccc1F	-6.2	5.0%
88	NC(=O)CC(NSc1ccccc1[N+](=O)[O-])C(=O)O (stereo not given)	-10.4	1.9%
89	CN(C)c1ccc(C(=S)N2CCN(C(=S)Nc3ccc(Cl)cc3)CC2)cc1	4.5	-2.6%
90	Cc1cc(C)n2cc(CSc3nnnn3-c3ccc(Cl)cc3)nc2n1	nt	2.7%
91	CCCCN1C(=O)N(C)C2NC(=O)NC21 (stereo not given)	nt	4.2%
92	Cc1nn(CCCC(=O)Nc2cccnc2)c(C)c1[N+](=O)[O-]	nt	0.8%
93	O=C(NC1CCCC1)C(c1ccccc1)N(Cc1ccc2c(c1)OCO2)C(=O)Cc1cccs1 (stereo not given)	nt	2.2%
94	CCC(C(=O)NC(C)(C)C)N(Cc1ccco1)C(=O)Cn1nnc(-c2ccc(F)cc2)n1 (stereo not given)	-6.9	5.9%
95	CCOc1cc(/C=N/N=C(\N)c2nonc2N)cc(Br)c1OCc1cccc2ccccc12	nt	-2.9%
96	O=C(Nc1ccccc1C(=O)N1CCOCC1)c1ccc(CSc2ccccc2)cc1	-7.6	-2.8%

Next compounds.
entry	SMILES	Mtb RmlCD inh	GlmU inhibition
97	Cc1c2cccn2cc[n+]1C	7.2	6.0%
98	Cc1cc(C)c2oc(C(=O)N(Cc3cccs3)C3CCS(=O)(=O)C3)cc(=O)c2c1 (stereo not given)	4.2	5.4%
99	COC(=O)c1ccccc1NC(=O)CN1C(=O)C2CCCN2c2ncc(Cl)cc21 (stereo not given)	nt	-1.6%
100	CC(=O)Nc1ccc(C(=O)N/N=C/c2ccccc2OCc2ccccc2)cc1	-4.0	-0.1%
101	CCN(CC)c1ccc(NC(=O)c2cccc(OC)c2)c(C)c1	-9.0	5.7%
102	CCOC(=O)C1CCCN(C(=O)c2cc(=O)c3ccccc3o2)C1 (stereo not given)	-0.5	1.1%
103	Cc1cc2occ(CC(=O)Nc3nnc(C4CC4)s3)c2cc1C	-6.4	-0.1%
104	Cc1nc(S(=O)(=O)N(C)Cc2ccccc2)c(C#N)c(C)c1Cl	-7.5	3.0%
105	Cc1ccc(CNC(=O)CSCC(=O)O)cc1	1.8	2.8%
106	CC(SCc1ccccc1)C(=O)N/N=C/c1cc2c(cc1Br)OCO2 (stereo not given)	2.8	1.0%
107	O=C(NCCN1CCOCC1)c1ccc2c(c1)N(Cc1ccccc1)CCS2	7.4	12.6%
108	CCN1CCC(=NNC(=O)CC23CC4CC(CC(C4)C2)C3)CC1	6.6	-4.3%
109	COc1cc(SC)ccc1C(=O)OCC(=O)NC1CCCCC1	4.3	0.9%
110	Oc1ccc(/C(Cc2ccc3ccccc3n2)=N\Nc2ccccc2)c(O)c1	nt	-5.1%
111	O=C(CN1C2CCCC1CC(NC(=O)c1ccccc1)C2)Nc1nccs1 (stereo not given)	-6.5	2.4%
112	CCCCOc1ccc(CNC(=O)NS(=O)(=O)c2ccc(OCC(C)C)cc2)cc1	17.3	0.6%
113	CN(Cc1ccno1)C(=O)CC1C(=O)NCCN1CC(c1ccccc1)c1ccccc1 (stereo not given)	6.3	-0.6%
114	C=CCn1c(SCC(=O)NC2CC2)nc2sc(CC)cc2c1=O	7.3	0.7%
115	COc1ccc(C(CCNC(C)c2ccccc2)c2ccc(F)cc2)cc1 (stereo not given)	29.8	-4.8%
